Compound activity (PubChem BioAssay)
Tat transport: E. coli Tat transport inhibition; E. coli MC4100 TorA-mCherry Tat export, fluorescence; inhibition, % at 10 µM; hit rate 0.036% among 340,000;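 active = mean replicate inhibition at least 50% and at least half of replicates individually reaching 50%; inconclusive = only one of the two criteria met; inactive = neither criterion met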;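 note: exported cargo escapes ClpAP degradation while cytoplasmic cargo is degraded and loses fluorescence; 0% = median of neutral control wells and 100% = median of NaSCN control wells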
HTR5A inv ag: inverse agonist of human HTR5A in OPRM1-OPRD1 counter-screen; P47898; HTR5A cell line, luminescence, inverse agonism; inhibition, % at 9.3 µM; hit rate 0.083% among 340,000; in the data active = inhibition mostly above about 23%, no sharp cut-off; inactive = mostly below about 18%;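 note: 0% = cells with DMSO and 100% = no-cell wells with DMSO; some compounds called inactive have numbers as strong as hits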
phage Ecoli inh: E. coli growth loss with phage present; growth absorbance; inhibition, % at 11.9 µM; hit rate 0.26% among 360,000; AID 651602; in the data active = inhibition above about 11%
CDK5 inh: CDK5/p35 (human) kinase inhibition; inhibition, % at 10 µM; Q00535+Q15078; Recombinant CDK5/p35, ADP-Glo luminescence, 60 min; hit rate 0.01% among 330,000; AID 488839;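 active = highest replicate inhibition of at least 50% and at least 75% of replicates reaching 50%; inconclusive = only one of the two criteria met; inactive = both criteria failed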;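 note: plate controls were DMSO neutral control for no effect and GW8510 at 10 µM for full effect; many of its hits are not listed in these tables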
Target sequence (Q00535 whole entry, looked up): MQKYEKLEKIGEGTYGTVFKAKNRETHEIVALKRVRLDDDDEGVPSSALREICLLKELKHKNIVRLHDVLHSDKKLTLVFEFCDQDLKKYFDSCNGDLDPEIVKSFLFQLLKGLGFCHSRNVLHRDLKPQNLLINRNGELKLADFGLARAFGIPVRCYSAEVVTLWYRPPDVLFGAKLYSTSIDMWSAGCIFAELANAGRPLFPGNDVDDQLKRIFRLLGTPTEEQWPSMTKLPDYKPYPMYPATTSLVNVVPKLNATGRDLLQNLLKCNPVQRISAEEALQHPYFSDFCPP
Target sequence (Q15078 whole entry, looked up): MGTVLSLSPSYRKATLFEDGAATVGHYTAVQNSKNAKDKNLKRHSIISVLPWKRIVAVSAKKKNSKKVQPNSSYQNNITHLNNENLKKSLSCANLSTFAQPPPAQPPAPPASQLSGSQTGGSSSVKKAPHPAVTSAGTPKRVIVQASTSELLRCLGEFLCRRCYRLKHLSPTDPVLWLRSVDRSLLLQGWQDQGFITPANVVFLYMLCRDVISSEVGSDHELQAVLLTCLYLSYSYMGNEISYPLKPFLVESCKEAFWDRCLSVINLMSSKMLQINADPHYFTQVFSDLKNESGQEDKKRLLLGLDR
PKA-R1A activ: activators of PKA-R1A complex | hit rate 0.083% among 340,000 | P00514+P68181 | activation, % at 11.4 µM | AID 504707 | PKA-R1A dissociation, Cy5-IP20 fluorescence polarization; scaled: DMSO 0%, 113 µM cGMP 100%;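 active = percent activation above the mean of all tested compounds plus 3 SD, cut at about 19% in these data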;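 note: higher means more PKAc released from R1A so a rise in polarization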
PKA-R2B activ: activators of human PKA-R2B complex; activation, % at 11.4 µM; hit rate 0.079% among 340,000; AID 504700; P22694+P31323; PKA-R2B holoenzyme dissociation, Cy5-IP20 fluorescence polarization; R2B truncated from residue 108, S112A mutant; 0% DMSO only, 100% 113 µM cGMP;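 active = activation above a cutoff set at the mean over all compounds plus 3 SD, cut at about 18% in these data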;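 note: higher means more holoenzyme dissociation and a rise in polarization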
Target sequence (P31323 whole entry, looked up, other chains not shown, the tested form may be a part): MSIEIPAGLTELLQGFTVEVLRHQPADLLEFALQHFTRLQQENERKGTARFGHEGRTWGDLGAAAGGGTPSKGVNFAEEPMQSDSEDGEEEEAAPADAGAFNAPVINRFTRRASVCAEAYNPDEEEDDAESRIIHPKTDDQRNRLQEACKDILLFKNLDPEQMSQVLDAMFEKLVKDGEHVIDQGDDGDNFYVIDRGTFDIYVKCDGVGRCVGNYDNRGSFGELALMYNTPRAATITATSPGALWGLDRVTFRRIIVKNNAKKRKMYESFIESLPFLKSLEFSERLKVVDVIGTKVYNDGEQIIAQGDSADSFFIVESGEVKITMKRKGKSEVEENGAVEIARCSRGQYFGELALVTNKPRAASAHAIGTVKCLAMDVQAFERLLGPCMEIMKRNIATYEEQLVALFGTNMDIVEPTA
E coli growth: reduces bacterial viability in AddAB counter-screen; hit rate 0.27% among 330,000; AID 449728; inhibition, % at 11.9 µM; E. coli V3065 growth, OD600 absorbance, 18 h;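 active = inhibition above the campaign's mean inhibition across all tested compounds plus 3 SD, cut at about 9.9% in these data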;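 note: uninfected addAB+ strain grown without phage in ampicillin broth; 0% = DMSO wells and 100% = ciprofloxacin 0.95 µg/ml wells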
AddAB inh: less growth of phage-infected E. coli with AddAB | E. coli expressing H. pylori AddAB, absorbance growth | inhibition, % at 11.9 µM | hit rate 0.29% among 330,000 | AID 435030; in the data active = inhibition above about 12%;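 note: 0% = vehicle wells of infected cells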
HTR5A ag ctr: counter-screen for OPRM1-OPRD1 agonists: human HTR5A agonism; HTR5A agonist assay, luminescence, cell-based; activation, % at 9.3 µM; P47898; AID 504692; hit rate 0.61% among 340,000; in the data active = activation mostly above about 9.5%, no sharp cut-off; inactive = mostly below about 7.6%;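 note: 0% = cells with vehicle only and 100% = reference agonist; strong numbers were not always called active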
DAGLB inhibitor: diacylglycerol lipase beta (human) inhibition | hit rate 0.059% among 340,000 | inhibition, % at 5.17 µM | AID 504411 | Q8NCG7 | HEK293T DAGLB membrane lysate, EnzChek fluorogenic substrate; in the data active = inhibition above about 34%;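 note: 0% = enzyme with vehicle and 100% = wells lacking enzyme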
Mot1-301 SUMO: inhibitors of SUMOylation pathway: yeast Mot1-301 growth rescue | AID 2716 | hit rate 1% among 320,000 | growth rescue, % at 18.8 µM | S. cerevisiae Mot1-301 growth rescue, ATP luminescence, 38.5C; percent above DMSO median, 100 means doubled;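 active = every valid replicate shows activation above 250% relative to neutral control wells; inactive = the rest, any valid replicate at or below 250%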;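 note: OY570 slx delta 5 strain wells were the positive control but not used for scaling; some compounds called inactive have numbers as strong as hits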
* marks the source's active call; other numbers are inactive results; i = inactive; ? = inconclusive; nt = not tested or not shown.

Start of the listing, in advance:
SMILES	Tat transport	HTR5A inv ag	phage Ecoli inh	CDK5 inh	PKA-R1A activ	PKA-R2B activ	E coli growth	AddAB inh	HTR5A ag ctr	DAGLB inhibitor	Mot1-301 SUMO
Nc1nc(SCC(=O)Nc2ccccc2-c2ccccc2)n[nH]1	9	15	2.5	-1.0	-12	-6	1.1	3.1	-4	0	nt
O=C(Nc1nc2c(s1)CCCC2)c1ccc(Br)s1	1	18	-0.6	1.7	0	-12	0.8	-1.3	9	-4	21
Cc1cccc(NC(=S)N2CCC(NC(=O)c3cccc(F)c3)CC2)c1	13	-26	2.1	1.5	-6	-4	-1.1	0.5	2	-1	-17
CCc1ccc(OCC(=O)NNC(=S)NC(=O)C2CC2)c(Br)c1	-9	27	-1.7	0.0	-1	4	nt	nt	2	1	-24
COc1ccc(-n2cnnc2SCc2csc(-c3ccccc3)n2)cc1	-3	-11	2.7	-2.6	-1	-4	-3.2	-0.4	5	-1	17
CCn1c(O)c(N=NC2=NC(=O)CS2)c2ccccc21	1	11	-0.9	-1.0	1	-6	1.1	-0.9	-6	7	-17
COc1ccc(-c2cc(C(=O)N3CCCc4ccccc43)no2)cc1OC	6	-1	1.3	2.0	-1	-1	-3.5	-0.1	6	-2	181
COc1ccccc1N1CCN(/N=C\c2sccc2C)CC1	-1	2	4.8	0.0	-5	-13	0.6	1.3	-1	-4	-19
Cc1cc(-c2cc(-c3ccc(Cl)cc3)nc(N)c2C#N)co1	9	-5	1.4	2.9	1	0	-4.8	1.5	4	11	-22
COc1ccc(CCNC(=O)c2ccc(C)s2)cc1OC	-3	-7	0.3	1.4	-7	0	0.6	-1.6	-3	-3	196
C[C@H](CO)N1C[C@H](C)[C@@H](CN(C)C(=O)Nc2ccc(C(F)(F)F)cc2)Oc2c(NC(=O)CCC(F)(F)F)cccc2C1=O	0	-34	0.0	-1.4	1	1	0.4	-1.8	-2	1	-3

Results, repeating the preview:
SMILES	Tat transport	HTR5A inv ag	phage Ecoli inh	CDK5 inh	PKA-R1A activ	PKA-R2B activ	E coli growth	AddAB inh	HTR5A ag ctr	DAGLB inhibitor	Mot1-301 SUMO
Nc1nc(SCC(=O)Nc2ccccc2-c2ccccc2)n[nH]1	9	15	2.5	-1.0	-12	-6	1.1	3.1	-4	0	nt
O=C(Nc1nc2c(s1)CCCC2)c1ccc(Br)s1	1	18	-0.6	1.7	0	-12	0.8	-1.3	9	-4	21
Cc1cccc(NC(=S)N2CCC(NC(=O)c3cccc(F)c3)CC2)c1	13	-26	2.1	1.5	-6	-4	-1.1	0.5	2	-1	-17
CCc1ccc(OCC(=O)NNC(=S)NC(=O)C2CC2)c(Br)c1	-9	27	-1.7	0.0	-1	4	nt	nt	2	1	-24
COc1ccc(-n2cnnc2SCc2csc(-c3ccccc3)n2)cc1	-3	-11	2.7	-2.6	-1	-4	-3.2	-0.4	5	-1	17
CCn1c(O)c(N=NC2=NC(=O)CS2)c2ccccc21	1	11	-0.9	-1.0	1	-6	1.1	-0.9	-6	7	-17
COc1ccc(-c2cc(C(=O)N3CCCc4ccccc43)no2)cc1OC	6	-1	1.3	2.0	-1	-1	-3.5	-0.1	6	-2	181
COc1ccccc1N1CCN(/N=C\c2sccc2C)CC1	-1	2	4.8	0.0	-5	-13	0.6	1.3	-1	-4	-19
Cc1cc(-c2cc(-c3ccc(Cl)cc3)nc(N)c2C#N)co1	9	-5	1.4	2.9	1	0	-4.8	1.5	4	11	-22
COc1ccc(CCNC(=O)c2ccc(C)s2)cc1OC	-3	-7	0.3	1.4	-7	0	0.6	-1.6	-3	-3	196
C[C@H](CO)N1C[C@H](C)[C@@H](CN(C)C(=O)Nc2ccc(C(F)(F)F)cc2)Oc2c(NC(=O)CCC(F)(F)F)cccc2C1=O	0	-34	0.0	-1.4	1	1	0.4	-1.8	-2	1	-3
O=C(c1ccc(S(=O)(=O)N2CCCC2)cc1)N1CCCCC1	-1	-3	-1.6	0.3	-2	-6	0.9	1.9	3	2	-11
Cc1[nH]c2ccc(C(=O)NCCCN3CCOCC3)cc2c1C	-5	-19	2.0	-0.3	-10	-10	2.1	4.5	9	4	3
O=C(N/N=C/c1c[nH]c2c1ccc1ccccc12)c1ccc([N+](=O)[O-])cc1	-7	0	2.7	0.2	-1	-7	-2.7	-2.2	0	9	-4
CCOC(=O)Nc1ccccc1C(=O)Nc1cc(C)cc(C)c1	-8	2	0.1	-8.7	-6	7	0.0	-0.1	-1	-5	8
Cc1ccc(Cn2cccc(NC(=O)c3ccco3)c2=O)cc1	6	2	1.4	0.6	1	2	3.0	0.1	1	-4	nt
COc1ccc(-n2c(C)nn(C)c2=O)cc1	5	-3	-1.6	-1.0	7	0	0.1	2.6	1	-3	5
CN(Cc1cccnc1)Cc1cn(C)nc1-c1cccc(Cl)c1	-2	-16	3.1	2.0	6	3	-0.2	-0.9	5	-2	2
Cc1cc(C)n2nc(SCC(=O)Nc3ccccc3F)nc2n1	-7	4	-0.1	0.1	-6	7	-1.1	0.8	-1	0	2
COCCCn1c(SCCc2ccccc2)nc2cc(OC)c(OC)cc2c1=N	?	17	4.3	0.0	-8	0	0.1	3.5	5	-4	4
CC1CCCN(C(=O)CSc2nnc3ccccn23)C1 (stereo unspecified)	1	3	3.6	0.2	-4	-5	1.4	-1.5	-1	1	3
CC(C)Cn1c(C(C)C)nc([N+](=O)[O-])c1S(=O)(=O)c1ccc(F)cc1	-7	-6	3.9	-1.5	2	5	-0.9	1.6	-3	-2	-5
CCN(CC)CCNC(=O)c1c(O)c2cccc3c2n(c1=O)CCC3	-1	9	1.0	0.5	3	-5	nt	nt	6	1	nt
Clc1ccc(OCc2cnc(Cl)s2)cc1	-5	-7	1.4	0.2	2	14	-1.9	0.7	3	-6	-5
COc1ccc(/C=N/NC(=S)Nc2c(C)n(C)n(-c3ccccc3)c2=O)cc1OC	7	-9	2.1	1.1	-4	7	0.8	1.6	-1	-1	-5
CSc1nc(C)cc(SCC(=O)Nc2ccc(Cl)cc2Cl)n1	7	-3	-0.8	0.7	10	1	-0.5	2.4	4	-10	15
CCCCN(C)CCCNC(=O)CN1C(=O)CSc2ccc(S(=O)(=O)N3CCOCC3)cc21	-3	12	3.4	0.8	2	-3	0.5	2.1	-1	-2	9
O=C(Nc1cccc(C(F)(F)F)c1)C(Sc1ncnc2ccccc12)c1ccccc1 (stereo unspecified)	-13	10	4.2	-1.3	3	-6	-1.6	2.2	4	-4	-7
O=C(CSc1ccccc1F)NC(=O)c1ccccc1Br	-8	14	0.4	-3.9	-3	-13	-0.3	1.4	-4	-1	21
CCSc1nnc(NC(=O)CC)s1	14	6	2.4	2.2	-15	-14	1.8	1.2	-2	-1	143
O=C1CN(C(=O)CSc2nc3ccccc3n2CCc2ccccc2)c2ccccc2N1	-1	-11	0.3	-2.9	2	-5	0.7	4.4	1	-1	7
Cc1nn(C)cc1CNC(=O)c1ccccc1Br	-9	-9	1.5	-1.0	2	-1	-2.3	-0.9	0	-3	-29
Cc1ccc(S(=O)(=O)CC(=O)N(C)C)cc1	-18	4	2.7	1.5	-6	-8	1.2	1.8	-3	-5	50
CCCN(C(=O)c1cccs1)c1c(N)n(Cc2ccccc2)c(=O)[nH]c1=O	-8	11	1.8	0.4	-5	-6	-2.1	3.9	1	-2	8
O=C(Nc1ccccc1-c1nnn(CC(=O)N2CCOCC2)n1)c1ccc(F)cc1	-3	6	11*	-1.6	-15	0	-0.5	1.7	-2	-2	11
COC(=O)CCN1CCN(S(=O)(=O)c2cccc(Br)c2)CC1	0	9	1.8	-0.2	8	2	-0.6	4.6	1	-2	-2
COC(=O)c1cc2occc2n1Cc1nc(-c2ccc(Cl)cc2)oc1C	-1	-20	2.2	-0.4	7	5	0.5	2.5	7	-2	546
CC1(C)CN(c2ccc(F)cc2)C1=O	-10	6	3.5	-7.8	-2	10	0.5	2.7	-2	-2	-5
COc1ccc(CN2CCOC2=O)cc1OC	5	-4	1.3	-0.3	-5	2	-1.8	-2.0	2	0	-16
CC(Sc1nnc(C2CC2)n1C)C(=O)Nc1ccc(N2CCOCC2)cc1 (stereo unspecified)	1	7	2.5	-0.6	-11	-5	nt	nt	1	0	nt
CN(C)C(=O)c1ccc(-c2cc3onc(-c4ccccc4)c3c(=O)n2C)cc1	-8	0	2.1	-4.5	-2	-13	0.5	0.6	3	-3	-14
COc1ccc(-n2cnnc2SCC(=O)N(C)c2ccccc2)cc1	10	-32	2.2	0.0	1	5	-0.1	0.6	11	-1	133
O=C(Nc1nnc(C2CC2)s1)c1cc(-c2ccccc2)nn1-c1ccccc1	4	-2	0.3	0.2	-11	-13	-2.4	0.9	1	-1	-2
Fc1ccc(N2CCN(C3CCC(c4ccccc4)CC3)CC2)cc1 (stereo unspecified)	-4	4	1.2	-1.6	-2	3	1.7	4.7	-1	-9	-12
COc1ccc(NS(=O)(=O)c2ccc3oc4ccccc4c3c2)cn1	12	-1	2.8	7.7	5	-14	2.6	2.5	0	-7	-15
O=C(O)/C(=C\c1ccco1)NC(=O)c1ccc(Br)o1	0	-5	1.9	0.2	-3	-6	1.5	-0.7	4	2	11
COc1cc(OC)c(OC)cc1CNCC1COc2ccccc2O1 (stereo unspecified)	-5	-26	0.6	0.5	-11	-5	-4.5	-2.0	6	-2	12
COc1cccc(C2CC(c3ccccc3)=NN2S(=O)(=O)c2ccccc2)c1OC (stereo unspecified)	8	7	2.2	-5.7	-7	-5	3.7	1.5	6	-7	-14
Cc1ccc(-c2nc3ccc([N+](=O)[O-])cc3[nH]2)cc1	0	-1	4.7	5.7	-5	-6	3.2	7.5	-1	-2	i
NC(=O)CSc1nnc(-c2ccco2)n1N	-7	2	0.6	1.2	-3	-3	1.6	1.0	2	1	-9
C=CCOC(=O)c1ccc(-n2cncn2)nc1	-1	0	3.7	2.1	-12	-1	-2.3	-0.5	5	1	-4
COc1ccc2[nH]c(C(=O)NCc3ccc4c(c3)OCO4)cc2c1	1	nt	1.9	-1.6	nt	nt	1.5	2.7	nt	nt	22
